D2 potentiator – positively modulates the human D2 dopamine receptor allosterically | HEK293 T-REx D2, calcium flux, EC20 dopamine potentiation | potentiation, % at 10 µM | 340,000 compounds, 0.34% hits | AID 485347;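 active means potentiation over 3 SD above the plate norm, cut at about 30% in these data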; further: 0% is about no effect
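Calcium flux readout, no-wash dye, 1 read/s. Inducible HEK293 Trex D2 line, overnight 30 C. Compound alone 180 s (agonist flags), then EC20 dopamine, another 180 s to score potentiation.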
D1 antagonist – human D1 dopamine receptor antagonism. activity change, negative = inhibition, % at 10 µM. 360,000 compounds, 3.2% hits. P21728. HEK293 TREx D1 cells, calcium flux, dopamine EC80; stronger effect = lower value; in the data active means activity change below about -30%; further: on the % scale 0 is the no-effect control and ±100 the full control effect
Target sequence (P21728 whole entry, looked up): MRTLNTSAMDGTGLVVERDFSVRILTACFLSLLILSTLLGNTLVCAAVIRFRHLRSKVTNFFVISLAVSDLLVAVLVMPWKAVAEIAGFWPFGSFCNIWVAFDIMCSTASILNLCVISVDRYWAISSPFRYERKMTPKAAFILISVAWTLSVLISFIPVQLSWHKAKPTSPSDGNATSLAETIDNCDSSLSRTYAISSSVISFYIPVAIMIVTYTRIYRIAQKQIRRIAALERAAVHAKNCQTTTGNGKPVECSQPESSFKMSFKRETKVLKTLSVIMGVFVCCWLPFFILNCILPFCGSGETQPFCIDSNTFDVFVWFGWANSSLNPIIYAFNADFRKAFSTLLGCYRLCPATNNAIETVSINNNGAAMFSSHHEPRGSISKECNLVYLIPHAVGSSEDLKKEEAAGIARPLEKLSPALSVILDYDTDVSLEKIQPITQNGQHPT
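Calcium flux readout: force-coupled, inducible Hek293 Trex D1 line, cells induced overnight at 30 C with tetracycline, dye-loaded 30–90 min at RT. Antagonism scored against EC80 dopamine challenge given 180 s after compound.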
RXFP1 ag – agonists of human relaxin receptor RXFP1; HEK293T-RXFP1 cAMP TR-FRET, 30 min; response scale: percent of porcine relaxin response, buffer zero; Q9HBX9; 370,000 compounds, 0.3% hits; Potency, µM (doses to about 57.5 µM), for the others: top-dose activation, hits mostly activators; further: potency means the concentration at half of the fitted maximal effect; on the % scale 0 is the no-effect control and ±100 the full control effect; nearly all actives have a fitted effect of over 60% in size; many of its hits are not listed in these tables
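HEK293 cells stably expressing RXFP1, treated 30 min at 37C with compounds plus PDE4 inhibitor Ro 20174; cAMP measured by HTRF TR-FRET. Normalized to buffer and 29 nM porcine relaxin; EC50 by Hill fit.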
D1 PAM – enhances dopamine response at the human D1 receptor; P21728; HEK293 TREx D1 cells, calcium flux, dopamine EC20 potentiation; potentiation, % at 10 µM; 360,000 compounds, 0.036% hits; in the data active means potentiation above about 30%; further: 0% is about no effect
D1 ag – human D1 receptor agonism; 360,000 compounds, 1% hits; HEK293 T-REx D1 cells, calcium flux, agonist mode; P21728; activation, % at 2 µM; in the data active means activation above about 30%; further: 0% is about no effect
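Tetracycline-induced HEK293 TREx D1 cells, force-coupled to calcium signalling, were dye-loaded with a no-wash calcium kit. Compound was pin-added after a 10 s baseline. Fluorescence was read kinetically at 1 cycle/s for 180 s, with calcium rises flagged as agonism.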
Glioma ERSR ind – inducers of ER stress response in human glioma cells. U87-MG GRP78 promoter luciferase reporter, 16 h. Potency, µM, inactives show at the top dose activation, actives largely listed as activators. 420,000 compounds, 0.02% hits. AID 602332; further: potency means the concentration at half of the fitted maximal effect; series mostly up to about 76 µM; % of control where 0% means no effect; nearly all actives have a fitted effect of over 35% in size
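ERSR induction read as luciferase luminescence (Bright-Glo, 10 min at room temperature) in stably transfected human U87-MG glioma cells exposed to compounds for 16 h, using GRP78 as sensor.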
Vif-A3F inh – Vif-A3F binding inhibition; 390,000 compounds, 0.2% hits; Potency, µM (titrated, usually from 46.1 µM), for the others: at the top dose activity, negative = active; HeLa A3F-eYFP + Vif (tagged APOBEC3F with the HIV-1 protein that degrades it), YFP fluorescence increase; further: potency means the concentration at half of the fitted maximal effect; % of control where 0% means no effect; nearly all actives have a fitted effect of over 65% in size
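HeLa cells stably expressing Vif plus C-terminally eYFP-tagged A3F were seeded, incubated overnight at 37 deg C, dosed with compound, incubated overnight again at 37 deg C. Yellow fluorescence (Ex 488/Em 500-530) reported blocked Vif-mediated A3F-eYFP degradation.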
Vif-A3G inh – inhibitors of Vif-APOBEC3G interaction | Q9HC16 | HeLa A3G-eYFP + Vif (tagged APOBEC3G with the HIV-1 protein that degrades it), YFP fluorescence, overnight | Potency, µM (doses to about 46.1 µM), for inactives: top-dose activity, negative = active, usual class: inhibitors | 410,000 compounds, 0.076% hits | AID 602310;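 further: potency means the concentration at half of the fitted maximal effect; on the % scale 0 is the no-effect control and ±100 the full control effect; nearly all actives have a fitted effect of over 60% in size; hits raise eYFP signal because A3G escapes Vif-driven loss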
Target sequence (Q9HC16 whole entry, looked up): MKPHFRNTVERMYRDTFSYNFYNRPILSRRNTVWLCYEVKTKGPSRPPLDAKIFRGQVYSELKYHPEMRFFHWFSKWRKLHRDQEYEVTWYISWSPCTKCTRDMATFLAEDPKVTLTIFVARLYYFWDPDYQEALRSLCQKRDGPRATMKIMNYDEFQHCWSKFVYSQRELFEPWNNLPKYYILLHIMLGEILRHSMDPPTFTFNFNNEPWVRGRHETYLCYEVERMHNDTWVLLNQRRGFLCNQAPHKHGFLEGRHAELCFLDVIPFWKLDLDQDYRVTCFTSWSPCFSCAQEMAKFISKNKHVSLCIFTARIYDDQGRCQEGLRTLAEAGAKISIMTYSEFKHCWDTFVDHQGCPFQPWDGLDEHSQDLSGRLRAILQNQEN
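Read-out is eYFP fluorescence (Ex 488/Em 500-530) from Vif-expressing HeLa A3G-eYFP cells; more signal means A3G escaped Vif-mediated degradation. Cells plated overnight, compound pinned in, incubated overnight at 37 deg C.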
LDHA inh – blocks human lactate dehydrogenase A | P00338 | purified LDHA, NADH/diaphorase-resazurin fluorescence; stronger effect = lower value | activity change, % (values are at about 110 or 230 µM) | 480,000 compounds, 0.15% hits; in the data active means activity change below about -30%; inconclusive means mostly about -25% to -30%;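 further: plate controls were DMSO wells for no effect and wells without enzyme for full effect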
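Resorufin fluorescence (ex540/em590), read at 0 and 20 min after diaphorase/resazurin addition, reports the NADH left after a 5 min room-temperature reaction of 2 nM human LDH5 with 0.06 mM NADH and 0.2 mM pyruvate.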
* marks the source's active call; other numbers are inactive results; u = inconclusive; x = no result given; & = joins results of further samples. Unless noted, the call rests on the fitted dose curve; in most records, active means well fitted curve in the direction sought with a large enough effect; inconclusive means small, poorly fitted or top-dose-only effect, or another doubt; inactive means no such curve, though single readings can be large; an effect the other way counts as inactive or inconclusive.

Second line of a record: D2 potentiator	Vif-A3F inh	Glioma ERSR ind	Vif-A3G inh	D1 PAM	LDHA inh	D1 antagonist	RXFP1 ag	D1 ag
CCOc1ccc(CC(=O)Nc2c(C(N)=O)oc3ccccc23)cc1OCC
 : -3	-8%	-6%	1%	-5	-5	7	1.5%	6
Cn1c(N)c(C(=O)COC(=O)COc2cc(Cl)c(Cl)cc2Cl)c(=O)n(C)c1=O
 : x	4%	-4%	5%	x	-3	x	x	x
COc1ccccc1Cn1c(=S)[nH]c2cc(C(=O)NCC(OC)OC)ccc2c1=O
 : 6	7%	-2%	-10%	-3	0	1	0.0%	0
COc1cccc(C(=O)NCC(c2cccs2)N2CCc3ccccc32)c1 (centres undefined)
 : 23	-14%	-4%	1%	-6	2	-13	0.4%	4
CCCCCC(=O)Nc1ccc(NC(=O)c2cc3ccccc3o2)c(OC)c1
 : 9	-8%	-5%	-3%	-1	-9	-8	16%	1
CCOC(=O)Cc1csc(NC(=O)COc2ccc(OC)cc2)n1
 : -3	-6%	-4%	4%	x	0	9	0.4%	4
O=C(Nn1cnc2ccccc2c1=O)c1ccccc1F
 : 4	2%	-1%	2%	-3	-1	2	4.5%	2
Cc1cccc(NC(=S)N/N=C/c2ccc(Cl)c([N+](=O)[O-])c2)c1
 : -2	-1%	u	-5%	-2	-7	-16	-1.2%	2
COc1ccc(N2CCN(C(=O)COC(=O)/C=C/c3ccc(C(F)(F)F)cc3)CC2)cc1
 : 0	-5%	-1%	1%	-2	-8	-6	0.6%	5
COc1cc(C(=O)OCC(=O)NC2CC2)ccc1OCCC(C)C
 : -16	-5%	-2%	4%	-2	-7	-14	2.0%	5
CCCCC(=O)OC1=C(C(=O)c2ccccc2)N(CCC)S(=O)(=O)c2ccccc21
 : -10	x	x	x	-2	0	6	-0.7%	5
CCOC(=O)CSc1nc2cccnc2n1C
 : -2	7%	-1%	1%	0	0	1	2.1%	0
Cc1cc(C)cc(-n2ncc3c2CCCC3NC(=O)CN2CCCCC2=O)c1 (centres undefined)
 : x	-5%	6%	1%	x	1	x	x	x
Cc1ccccc1OCC(=O)Nc1nc2ccccc2[nH]1
 : 6	-6%	4%	0%	-3	-7	18	-1.0%	0
O=C(CN1CCN(C(=O)c2ccccc2F)CC1)Nc1ccc(Br)cc1
 : -5	-3%	-6%	0%	-22	2	-18	-0.9%	6
CCc1nc2ccc(C(=O)NCCc3ccco3)cc2nc1CC
 : 2	1%	8%	1%	-7	-1	13	3.1%	1
CCOC(=O)c1c(NC(C)=O)sc2c(OC)c(Br)ccc12
 : 8	6%	-4%	-1%	7	7	19	-0.8%	3
COC(=O)c1ccccc1Sc1c(/C=N/OCc2ccc(Cl)cc2)c(C(F)(F)F)nn1C
 : -3	-4%	-3%	2%	3	-1	x	-1.2%	5
CCOc1ccc(NC(=O)CN2C(=O)COc3ccc(S(=O)(=O)NC4CCCC4)cc32)cc1
 : 7	-3%	-3%	0%	1	-12	-3	-0.2%	-1
O=C(/C=C/c1ccccc1)NC(=S)Nc1ccccc1O
 : 1	4%	-2%	-3%	-6	-16	0	0.9%	0
FC(F)(F)c1cc(-c2cccs2)nc2ncnn12
 : 2	11%	-4%	0%	-2	-5	-18	6.2%	3
COC(=O)c1ccccc1NC(=O)CCCn1nc(C)c2c(C)n(-c3ccccc3)nc2c1=O
 : -3&3	0%&2%	-4%&0%	-1%&0%	0&-4	-6&0	0&-23	-1.4%&-1.9%	1&1
Cc1cccc(CNc2ncnc3ccc(-c4ccc5c(c4)OCCO5)cc23)c1
 : 10	-9%	-3%	1%	6&-1	-15	25&-19	2.1%&-0.2%	0&3
O=C(COc1ccccc1)Nc1ncc2c(n1)CCCC2=O
 : 1	-3%	-2%	-4%	7	0	0	-0.4%	3
Cc1ccc(N2CC(C(=O)Nc3ccccc3OC(F)F)CC2=O)cc1 (centres undefined)
 : -9	-20%	-5%	-8%	x	-10	-6	-0.3%	10
O=C(O)c1ccccc1C(=O)Nc1ccc(Oc2ccc3ccccc3c2)cc1
 : -10	12%	-4%	-10%	-1	-7	1	-0.5%	3
CC(=O)Nc1ccc(OCCOc2ccc([N+](=O)[O-])cc2)cc1
 : -16	-1%	0%	2%	-1	-11	-10	0.8%	7
O=C(NCCS(=O)(=O)N1CCN(c2ccccc2)CC1)C12CC3CC(CC(C3)C1)C2
 : x	-2%	-3%	-2%	x	1	x	x	x
CCCCCCCCOC(=O)CCc1c(C)[nH]c(=S)[nH]c1=O
 : 8	-5%	0%	-2%	-5	1	-24	5.2%	0
CCOC(=O)c1cnc2ccccc2c1Nc1cc(C(=O)O)ccc1C
 : -3	4%	-2%	5%	7	2	3	17%	-1
O=C(Nc1ccc([N+](=O)[O-])cc1)N1CCCCCC1
 : 1	2%	5%	-5%	-5	-6	0	-0.3%	18
C=CCn1c(O)c(N=Nc2nc3ccccc3c(=O)n2-c2ccccc2)c2ccccc21
 : 11	u	-6%	-22%	-5	-1	15	4.6%	1
CCn1c(=O)c(C(=O)NCCc2ccc(OC)c(OC)c2)c(O)c2ccccc21
 : 5	0%	-6%	0%	-4	2	9	6.9%	5
COc1cc(C(=O)NCCCN2CCCC2=O)cc(OC)c1OC
 : -4	-10%	-3%	-1%	-7	1	2	-0.6%	3
CCC(C)(C)c1ccc(OCC(=O)N(C)C)c(C(C)(C)CC)c1
 : 5	-1%	-4%	-2%	14	8	4	2.2%	4
O=S1(=O)CCS(=O)(=O)C1c1ccccc1
 : x	8%	-3%	-17%	x	-3	x	x	x
O=S(=O)(Nn1cnnc1)c1ccc(F)cc1
 : -1	-23%	-1%	-1%	11	-5	11	1.8%	1
O=C1/C(=C/C=C/c2ccccc2)Oc2c1ccc(O)c2CN1CCN(CCO)CC1
 : -7	u	u	u	1	-4	3	10.0%	17
Cc1cc(-c2ccccc2)nc(Oc2ccc(C(C)(C)C)cc2)c1S(C)(=O)=O
 : -7	-3%	-3%	1%	5	-8	32	2.5%	8
O=C(c1ccc(F)cc1)N1CCN(C2=NS(=O)(=O)c3ccccc32)CC1
 : 25	8%	-3%	1%	7	-1	1	-2.4%	-3
Cc1ccc(N/C=C(/C#N)c2ccsc2)cc1C
 : -6	1%	-7%	-2%	-3	-2	9	2.2%	3
Cc1nn(-c2ccccc2)c2nc(-c3cccs3)cc(C(=O)NN)c12
 : 27	-1%	-4%	-5%	-5	-2	-14	1.9%	6
CCc1nc2ccc(C(=O)Nc3nnc(C)s3)cc2nc1CC
 : 11	4%	-1%	0%	-8	-3	-42*	-0.9%	3
CCCCCCCCCC(=O)OCC(O)CO (centres undefined)
 : 6	-5%	0%	-1%	-4	-9	-12	2.8%	3
CCCCn1c(=O)nc2n(-c3ccc(OC)cc3)c3ccccc3cc-2c1=O
 : -1	-7%	-5%	-11%	-1	3	5	u	3
COc1ccc(N2CC(C)Cn3c2nc2c3c(=O)n(Cc3ccc(F)cc3)c(=O)n2C)c(OC)c1 (centres undefined)
 : -1	7%	-6%	-8%	-1	2	-28	1.6%	1
C=CCOC(=O)/C(=C\c1ccccc1)NC(=O)c1ccco1
 : 14	-11%	-3%	-5%	-4	3	-43*	0.4%	3
CCOC(=O)c1sc(NC(=O)Cc2c(F)cccc2Cl)nc1C
 : 0	-7%	5%	-4%	-5	-16	18	0.4%	14
CC1(C)Cc2c(sc3nc(=S)[nH]c(N)c23)CO1
 : 11	x	x	x	2	x	9	7.8%	1
CC(=O)Nc1ccc(NC(=O)CSc2ccc3nnc(CCNS(=O)(=O)c4ccc(C)cc4)n3n2)cc1
 : 0	-17%	-2%	2%	-5	-1	6	5.7%	1
COc1ccc(-c2csc(NC(=O)C3=COCCO3)n2)cc1OC
 : 22	0%	0%	-7%	-3	-1	23	-1.0%	1
Cc1ccc(C(=O)NCc2ccccc2CN2CCCC2)cc1S(=O)(=O)N1CCOCC1
 : -28	1%	-6%	0%	-20	-5	-22	-1.6%	0
Oc1ccc(Cl)cc1-c1cc(-c2ccccc2Cl)[nH]n1
 : 7	-3%	8%	-1%	2	-9	-1	0.3%	4
COc1ccc(O[C@H]2C=C[C@@H](c3ccccc3)O[C@@H]2COC(=O)CCC(C)=NO[C@@H]2O[C@H](COC(C)=O)[C@@H](OC(C)=O)[C@H](OC(C)=O)[C@H]2OC(C)=O)cc1
 : -7	x	x	x	-1	x	21	-0.4%	1
Cc1ccc(NS(=O)(=O)c2cc(C(=O)N3CCN(C)CC3)ccc2C)cc1
 : x	-5%	-2%	1%	-4	-5	-34*	0.4%	-1
NC(=O)c1c(-c2ccc(Cl)cc2Cl)csc1NC(=O)Cc1ccccc1
 : 0	0%	-2%	6%	-9	-4	-22	0.6%	14
COCC(C)N=C1NN=C(c2ccc(NC(C)=O)cc2)CS1 (centres undefined)
 : -2	-3%	0%	7%	2	-2	-9	1.8%	1
Oc1ccccc1N1CCN(c2nnnn2-c2ccccc2)CC1
 : -4	5%	-4%	0%	-7	0	5	0.1%	2
COc1cc(OC)c(NC(=O)Cn2c(=O)cc(C(F)(F)F)c3c(C)nn(C)c32)cc1Cl
 : -3	-7%	11%	1%	-5	0	-20	13%	0
COc1ccc(N2CCN(c3nc4ccccc4n3CC(=O)c3ccccc3)CC2)cc1
 : -4	-4%	-3%	0%	0	0	9	-1.2%	2
CC(C)(C)[C@H]1COC(=O)CCC/C=C/C[C@H](CC(=O)NCCO)C(=O)N1
 : x	3%	-4%	-1%	x	-9	x	x	x
CSc1ncnc2c1ncn2CCCNCCCc1ccccc1
 : x	-4%	1%	-1%	x	-14	x	x	x
CN(CC(=O)N1CCN(Cc2ccccc2)CC1)C(=O)Cc1ccc(Cl)c(Cl)c1
 : x	-8%	0%	-1%	x	-9	x	x	x

Only part of the results is shown (hit frequency here may not be typical).
